HT1080 IDH1KD tx: qHTS for induction of synthetic lethality in tumor cells producing 2HG: qHTS for the HT-1080-IDH1KD cell line | Potency, µM (highest dose often 46.1 µM), inactives show at the highest dose activity, negative = toxicity, hits mostly cytotoxic | 360,000 tested, 2% active | HT-1080 IDH1 knockdown viability, ATP luminescence, 48 h;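 also: potency is read from the fitted curve at half-maximal effect; 0% = DMSO wells and -100% = cell-free medium wells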
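Using the IDH1-knockdown HT-1080 line run in the same batch and compound series as the NT line, viability after 48 h at 37 °C was determined by CellTiter-Glo luminescence and expressed as % activity.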
ATXN viability: Viability Counterscreen for Primary qHTS for Inhibitors of ATXN expression. S2 cells (HEK-293 line with an ATXN2-luciferase reporter) viability, CellTiter-Fluor protease fluorescence, 24 h. 400,000 tested, 0.49% active. AID 651635, 2014. Potency, µM (highest dose often 56.7 µM), actives largely listed as cytotoxic; also: potency is read from the fitted curve at half-maximal effect; nearly all actives have a fitted effect of over 40% in size
ATXN2 expr inh: Primary qHTS for Inhibitors of ATXN expression; HEK-293 ATXN2-luciferase reporter, luminescence, 24 h; 360,000 tested, 0.72% active; Potency, µM (top dose mostly 57 µM), without a hit: at the top dose activity change, negative = inhibition, hits mostly inhibitors; AID 1745845, 2022; also: potency is read from the fitted curve at half-maximal effect; % is scaled to controls: 0 for no effect and ±100 for the full control effect; nearly all actives have a fitted effect of over 55% in size
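ATXN2-luciferase reporter cells (luciferase flanked by upstream and downstream ATXN2 gene portions) were treated 24 h at 37 °C with compounds at up to 57 uM. SteadyGlo luminescence gave expression; GF-AFC fluorescence gave viability.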
KB-V1 MDR tox: qHTS assay for MDR1-selective chemotherapeutics: Primary screen using the drug-selected MDR subline cells KB-V1. 400,000 tested, 3.4% active. Potency, µM (titrated, usually from 46.1 µM), without a hit: at the highest dose activity change, negative = cytotoxicity, hits mostly cytotoxic. AID 1347076, 2019. KB-V1 MDR cells viability, CellTiter-Glo, 72 h; also: potency is read from the fitted curve at half-maximal effect; % is scaled to controls: 0 for no effect and ±100 for the full control effect; nearly all actives have a fitted effect of over 60% in size
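KB-V1 MDR subline cells in DMEM (phenol-red free, 10% FBS) exposed to compounds in qHTS concentration series for 72 h at 37 degrees C. Viability read by CellTiter-Glo luminescence; concentration-effect curves fitted after normalization and correction.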
KB-3-1 cytotox: qHTS assay for MDR1-selective chemotherapeutics: Primary screen using the parental adenocarcinoma cell KB-3-1 | KB-3-1 viability, CellTiter-Glo ATP luminescence, 72 h | Potency, µM (series often up to 46.1 µM), for inactives: top-dose activity change, negative = cytotoxic, actives largely listed as cytotoxic | 400,000 tested, 1.4% active | AID 1347075, 2019; also: potency is read from the fitted curve at half-maximal effect; % is scaled to controls: 0 for no effect and ±100 for the full control effect; nearly all actives have a fitted effect of over 60% in size
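Multi-concentration cytotoxicity screen in KB-3-1 cells grown in DMEM lacking phenol red with 10% FBS. After 72 h at 37 °C with compound, ATP-dependent luminescence was recorded.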
IL-1B inflam inh: qHTS for Inhibitors of Inflammasome Signaling: IL-1-beta AlphaLISA Primary Screen; THP-1 LPS/ATP IL-1B secretion, AlphaLISA, 16 h; hits give low values; activity change, % at 57.5 µM; 360,000 tested, 4.7% active; AID 743279, 2014; in the data active = activity change below about -50%; inconclusive = mostly about -30% to -49%; also: % is scaled to controls: 0 for no effect and ±100 for the full control effect
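Secreted IL-1B measured by AlphaLISA bead assay after 16 h compound exposure of THP-1 cells; compounds (final up to 57.5 uM) added 1 h before LPS (250 ng/mL) and ATP (1.25 mM) stimulation; lower signal means less secretion.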
HT1080NT lethal: qHTS for induction of synthetic lethality in tumor cells producing 2HG: qHTS for the HT-1080-NT fibrosarcoma cell line | HT-1080-NT fibrosarcoma viability, CellTiter-Glo ATP luminescence, 48 h | Potency, µM (top dose mostly 46.1 µM), without a hit: at the highest dose activity, negative = less viability, most hits filed as cytotoxic | 360,000 tested, 1.6% active | AID 686970, 2013;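 also: NT is the 2HG producing partner of a matched IDH1 knockdown line; potency is read from the fitted curve at half-maximal effect; 0% = DMSO-treated cells and -100% = media-only wells without cells; nearly all actives have a fitted effect of over 55% in size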
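A 48-hour cytotoxicity screen used HT-1080-NT cells plated 2 hours before compound delivery. ATP-based CellTiter-Glo luminescence measured viability, normalized to DMSO and no-cell controls.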
SW480 rerep: A quantitative high throughput screen for small molecules that induce DNA re-replication in SW480 colon adenocarcinoma cells; SW480 DNA re-replication, Hoechst DNA content imaging, 48 h; Potency, µM (highest dose often 46.1 µM), inactives show at the highest dose re-replication activation, actives largely listed as activators; 340,000 tested, 1.8% active; also: potency is read from the fitted curve at half-maximal effect; % of control where 0% means no effect; nearly all actives have a fitted effect of over 55% in size
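Treated cells incubate 48 hr (37 C, 5% CO2), are stained 40 min with Hoechst, and nuclear fluorescence is enumerated; a rise in nuclei with high DNA signal marks re-replication.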
MCF10A rereplic: A quantitative high throughput screen for small molecules that induce DNA re-replication in MCF 10a normal breast cells. MCF 10A DNA re-replication, Hoechst nuclear intensity, 48 h. Potency, µM (top dose mostly 46.1 µM), without a hit: top-dose activity, positive = re-replication, most hits filed as activators. 350,000 tested, 2.9% active. AID 624296, 2012; also: potency is read from the fitted curve at half-maximal effect; % of control where 0% means no effect; nearly all actives have a fitted effect of over 50% in size
Numbers without * were called inactive; i = inactive; ? = inconclusive; / = no result given; & = joins results of further samples; [ ] = remark or other dose. Unless noted, calls follow the shape of the dose curve; as a rule, active = well fitted curve in the direction sought with a large enough effect; inconclusive = small, poorly fitted or top-dose-only effect, or another doubt; inactive = no such curve, though single readings can be large; an effect the other way counts as inactive or inconclusive. This is a random part of the collection (roughly 11% active in at least one column).

SMILES | HT1080 IDH1KD tx | ATXN viability | ATXN2 expr inh | KB-V1 MDR tox | KB-3-1 cytotox | IL-1B inflam inh | HT1080NT lethal | SW480 rerep | MCF10A rereplic
CCc1c(C)c2ccc3c(c2oc1=O)CN(Cc1ccccc1)CO3 | / | i | -6% | ? | -13% | / | / | / | /
O=C(NCC(c1cccnc1)N1CCN(c2ccc(F)cc2)CC1)c1ccccc1 (centres undefined) | -6% | i | -1% | -10% | 2% | -3 | -3% | -3% | 3%
CCN(CC(=O)Nc1ccccc1Br)C1CCCCC1 | -22% | i | 5% | -23% | -2% | -8 | 1% | 0% | ?
CCCCOP(=O)(c1ccc(N(C)C)cc1)C(O)c1ccc(OC)cc1 (centres undefined) | 1% | ? | -4% | -1% | 17% | 11 | 7% | -7% | 1%
CCOc1ccc(N2C(=O)CC(Sc3nc(C)cc(C)c3C#N)C2=O)cc1 (centres undefined) | -8% | i | 8% | ? | 30% | -8 | -6% | -2% | 2%
COc1ccc(-c2csc(C(C)(O)c3ccc(F)c(F)c3)n2)cn1 (centres undefined) | ? | i | -17% | 3% | 0% | 12 | ? | / | /
CCOc1ccccc1CNC(=O)CCCn1ncn2c(cc3occc32)c1=O | 8% | i | -3% | 3%&-11% | 2%&0% | 8 | -3% | 26% | 3%
Cc1nn(C(=O)COc2ccc(Cl)cc2)c(C)c1Sc1ccccc1 | / | i | 6% | 13% | -1% | / | / | / | /
Fc1ccccc1CSc1nnc(-c2cccs2)o1 | 17% | i | 110%[activator] | ? | 19% | -19 | 0% | -6% | 5%
COc1ccc(Cl)cc1C(=O)NCCCSc1ccccc1 | 3% | i | -15% | -5% | -17% | -54* | 6% | 10% | 26%
CC1(c2nnnn2Cc2ccccc2)CCC(=O)N1CCCN1CCOCC1 (centres undefined) | 6% | i | 13% | ? | 4% | 35 | 6% | / | /
Cc1cccc(-n2c(C)cc(C(=O)C(=O)Nc3ccccc3F)c2C)c1C | / | i | 35%[activator] | 12% | -4% | / | / | / | /

Next part; the last 3 above are carried over.
SMILES | HT1080 IDH1KD tx | ATXN viability | ATXN2 expr inh | KB-V1 MDR tox | KB-3-1 cytotox | IL-1B inflam inh | HT1080NT lethal | SW480 rerep | MCF10A rereplic
COc1ccc(Cl)cc1C(=O)NCCCSc1ccccc1 | 3% | i | -15% | -5% | -17% | -54* | 6% | 10% | 26%
CC1(c2nnnn2Cc2ccccc2)CCC(=O)N1CCCN1CCOCC1 (centres undefined) | 6% | i | 13% | ? | 4% | 35 | 6% | / | /
Cc1cccc(-n2c(C)cc(C(=O)C(=O)Nc3ccccc3F)c2C)c1C | / | i | 35%[activator] | 12% | -4% | / | / | / | /
CCc1ccc2oc(-c3ccc(OC)cc3)cc(=Nc3cccc(C(=O)O)c3)c2c1 | -20% | / | 89%[activator] | -7% | 1% | -66* | -4% | 25% | 23µM*
Cc1n[nH]c(C)c1S(=O)(=O)N(CC(=O)N1CCc2ccccc21)c1ccc(C(C)C)cc1 | ? | ? | -36% | -9% | -27% | ? | ? | ? | ?
CCn1ccc(C(=O)Nc2ccc(Cl)cn2)n1 | 8% | i | 63%[activator] | -1% | 0% | -1 | 17% | -14% | 0%
CC1=C(C(=O)N2CCCCCC2)CC(CC(=O)NCCCCc2ccccc2)C(=O)N1CCC1=CCCCC1 (centres undefined) | ? | / | ? | 16µM* | ? | -67* | ? | / | /
Cc1cc(=O)oc2cc(OCC(=O)N3CCN(c4ccccc4)CC3)ccc12 | 9% | i | -20% | 3% | 18% | 0 | 0%[9.24 µM] | -24% | -1%
Cc1ccc(OCc2cc(=O)n3c(-c4ccccc4)csc3n2)cc1 | / | i | 20% | 0% | 10% | / | / | / | /
O=[N+]([O-])c1ccc(CNCc2cc(Cl)ccc2O)cc1 | -3% | i | 6% | -16% | ? | -17 | 0% | 11% | 10%
O=C(NC1(C(F)(F)F)N=C(c2ccccc2)N(Cc2ccccc2)C1=O)c1ccc(F)cc1 (centres undefined) | / | i | -19% | 3% | -23% | / | / | / | /
CC1CC(C)CN(C(=O)c2cccc(S(=O)(=O)N(C)c3ccccc3)c2)C1 (centres undefined) | -9% | ? | -38% | ? | ? | 3 | ? | -5% | 26%
Cc1cc(NC(=O)Cn2ccsc2=N)c([N+](=O)[O-])cc1C | 2% | i | -27% | -30% | 17% | ? | -1% | -5% | 4%
Cc1nn(-c2ccccc2)c(C)c1NC(=O)COC(=O)c1ccc(Cl)c(S(N)(=O)=O)c1 | -5% | i | -8% | 0% | -7% | 3 | -4% | 1% | -1%
c1nc(N2CCC3(CC2)OCCO3)c2c3c(sc2n1)CCCC3 | -23% | i | 24% | 0% | -20% | -14 | -24% | 12% | 21%

Entries of single compounds from above. Order of screens: HT1080 IDH1KD tx | ATXN viability | ATXN2 expr inh | KB-V1 MDR tox | KB-3-1 cytotox | IL-1B inflam inh | HT1080NT lethal | SW480 rerep | MCF10A rereplic
Cc1ccc(OCc2cc(=O)n3c(-c4ccccc4)csc3n2)cc1 as listed: / | i | 20% | 0% | 10% | / | / | / | /
CCN(CC(=O)Nc1ccccc1Br)C1CCCCC1 as listed: -22% | i | 5% | -23% | -2% | -8 | 1% | 0% | ?

(cont.)
SMILES | HT1080 IDH1KD tx | ATXN viability | ATXN2 expr inh | KB-V1 MDR tox | KB-3-1 cytotox | IL-1B inflam inh | HT1080NT lethal | SW480 rerep | MCF10A rereplic
COc1ccc(C2CC(=O)c3cnc4c(-c5ccc(F)cc5)c(C)nn4c3C2)cc1OC (centres undefined) | / | i | 5% | 28% | -1% | / | / | / | /
O=C(Nc1cccc(NC(=O)c2cccc(F)c2)c1)c1ccccc1 | -9% | i | -30% | -3% | -2% | 15 | -15% | -4% | 6%
NC(=O)C1CCN(CC(O)COCc2ccccc2Cl)CC1 (centres undefined) | -3% | i | -5% | -25% | -10% | 7 | -1% | -7% | ?
CCC1CCCCN1C(=O)CSc1nnc(CNC(=O)c2c(F)cccc2Cl)o1 (centres undefined) | -1% | i | -2% | -2% | 13% | -2 | 14% | -12% | 0%
O=C(Nc1ccc2c(c1)OCO2)c1cc(-c2cccc(Cl)c2)on1 | / | i | -24% | ? | 18% | / | / | / | /
Cc1cccc(NC(=O)CNC(=O)c2ccc3c(c2)OCO3)n1 | 0% | i | -1% | -3% | -2% | 2 | -9% | 0% | 0%
CNC(=S)NCCN1CCOCC1 | 24% | i | -9% | 0% | 9% | 7 | 22% | -2% | 3%
COCc1cc(=O)[nH]c(/N=C(\N)Nc2ccc(C)cc2)n1 | -1% | i | 2% | 6% | 1% | 1 | 1% | -4% | 0%
O=C(O)CNS(=O)(=O)c1ccc2c(c1)CCCC2 | 10% | i | 18% | 21% | 0% | 21 | 12% | -30%[1.84 µM] | -16%
OCCNCC1(O)C2CC3CC(C2)CC1C3 (centres undefined) | -9% | i | 4% | -2% | 4% | 11 | -12% | -8% | 3%
O=C(OCC(=O)N1CCCCC1)c1ccccc1SCC(=O)N1CCCCC1 | -6% | i | 19% | -24% | -2% | -13 | 2% | -3% | 11%
Cc1c(C#N)c(N=CN(C)C)c(C(=O)c2ccc(Br)cc2)n1-c1ccccc1 | -7% | i | -5% | -10% | -2% | -7 | 2% | 2% | -2%
Cc1c(F)cccc1NC(=O)C1CCCN1S(=O)(=O)c1ccc(F)cc1 (centres undefined) | / | i | -8% | 1% | -7% | / | / | / | /
Cn1c(C(=O)OCC(=O)NCCc2ccccc2)cc2sccc21 | 5%[9.24 µM] | i | -2% | 2% | 12% | ? | ? | 5% | 0%
CCOc1ccccc1C(=O)N1CC(=O)Nc2ccc(Cl)cc2C1c1ccccc1 (centres undefined) | / | i | -8% | 0% | 0% | / | / | / | /
CC1=C(C(N)=O)C(c2ccc(F)cc2)n2nc(-c3ccccc3Cl)nc2N1 (centres undefined) | / | i | 5% | ? | -14% | / | / | / | /
C=CCNCC(=O)Nc1sc2c(c1C(=O)Nc1ccc(OC)cc1OC)CCC2 | 11% | i | -2% | ? | 0% | -24 | 10% | 6% | -3%
N#CCc1c(C#N)c(N)nc(N2CCN(Cc3ccc4c(c3)OCO4)CC2)c1C#N | -18% | i | -4% | 21µM* | ? | -28 | -3% | 9% | 16µM*
COC(=O)Oc1ccc(/C=N/NC(=O)CN(c2ccccc2Cl)S(C)(=O)=O)cc1OC | -17% | i | -15% | 0% | -7% | -18 | -12% | ? | 2%
Cc1cc(C)c(OCCNC(=O)c2ccccc2Sc2ccccc2C#N)c(C)c1 | -25% | i | -22% | -10% | ? | 0 | -24% | 13% | ?
O=[N+]([O-])c1nn(-c2ccc3c(c2)OCCO3)n(O)c1=Nc1ccc(Cl)cc1 | -3% | i | ? | ? | -2% | ? | -29% | 6% | 19%
Cn1c(=O)c(C(=O)NNC(=O)c2cccc(Cl)c2)c(O)c2ccccc21 | 9.2µM* | ? | ? | ? | -27% | ? | 6.5µM* | 9.2µM* | 7.3µM*
CC(OC(=O)COc1ccccc1Cc1ccccc1)C(=O)N(C)c1ccccc1 (centres undefined) | -9% | i | 2% | 7% | 15% | 0 | 2% | 1% | 3%
COc1cc(C=O)ccc1OC(=O)c1cccnc1 | 1% | i | -10% | 14% | 28% | 2 | -9% | -11% | 3%

Screening data from PubChem BioAssay.
